Screening data: PubChem, National Center for Advancing Translational Sciences (NCATS)
TGFb SMAD3 inh: qHTS for Inhibitors of TGF-b. Potency, µM (titrated, usually from 46.1 µM), inactives show top-dose activity, negative = inhibition, actives largely listed as inhibitors. 410,000 tested, 1.2% active. HepG2 CAGA-GFP TGF-b/SMAD3 reporter, GFP fluorescence, 18 h; TGF-beta stimulated, 500 pg/mL final; further: on the % scale 0 is the no-effect control and ±100 the full control effect; nearly all actives have a fitted effect of over 65% in size
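Read-out: total well GFP (ex488/em500-530) summed from mean per-cell fluorescence. Cells: HEPG2 CAGA-GFP, 1% FBS DMEM, 18 h at 37 degrees C with 500 pg/mL final TGF-beta. Unstimulated wells served as the full-inhibition control; stimulated DMSO wells = 0%.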
A549 viability: Nrf2 qHTS screen for inhibitors: counterscreen for cytotoxicity; A549 ARE-Fluc cells, CellTiter-Fluor viability, 18-24 h; Potency, µM (highest dose often 46 µM), inactives show at the top dose activity change, negative = cytotoxicity, usual class: inhibitors; 390,000 tested, 0.16% active; further: on the % scale 0 is the no-effect control and ±100 the full control effect
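Cytotoxicity counterscreen: CellTiter-Fluor fluorescence was measured in A549 ARE_Fluc cells after 18-24 h of compound exposure in a concentration series. The subsequent BugLite luminescent read reports ARE-luciferase activity.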
EPAC2 antag: qHTS for Antagonist of cAMP-regulated guanine nucleotide exchange factor 2 (EPAC2): primary screen. Rap guanine nucleotide exchange factor 4 (Homo sapiens), Q8WZA2. EPAC2 GEF exchange of Rap1B-BODIPY-GDP, fluorescence. Potency, µM (titrated, usually from 114 µM), without a hit: top-dose activity, negative = inhibition, hits mostly inhibitors. 360,000 tested, 0.18% active. AID 720708, 2013; further: on the % scale 0 is the no-effect control and ±100 the full control effect; nearly all actives have a fitted effect of over 45% in size; many of its hits are not listed in these tables
Target sequence (Q8WZA2 whole entry, looked up): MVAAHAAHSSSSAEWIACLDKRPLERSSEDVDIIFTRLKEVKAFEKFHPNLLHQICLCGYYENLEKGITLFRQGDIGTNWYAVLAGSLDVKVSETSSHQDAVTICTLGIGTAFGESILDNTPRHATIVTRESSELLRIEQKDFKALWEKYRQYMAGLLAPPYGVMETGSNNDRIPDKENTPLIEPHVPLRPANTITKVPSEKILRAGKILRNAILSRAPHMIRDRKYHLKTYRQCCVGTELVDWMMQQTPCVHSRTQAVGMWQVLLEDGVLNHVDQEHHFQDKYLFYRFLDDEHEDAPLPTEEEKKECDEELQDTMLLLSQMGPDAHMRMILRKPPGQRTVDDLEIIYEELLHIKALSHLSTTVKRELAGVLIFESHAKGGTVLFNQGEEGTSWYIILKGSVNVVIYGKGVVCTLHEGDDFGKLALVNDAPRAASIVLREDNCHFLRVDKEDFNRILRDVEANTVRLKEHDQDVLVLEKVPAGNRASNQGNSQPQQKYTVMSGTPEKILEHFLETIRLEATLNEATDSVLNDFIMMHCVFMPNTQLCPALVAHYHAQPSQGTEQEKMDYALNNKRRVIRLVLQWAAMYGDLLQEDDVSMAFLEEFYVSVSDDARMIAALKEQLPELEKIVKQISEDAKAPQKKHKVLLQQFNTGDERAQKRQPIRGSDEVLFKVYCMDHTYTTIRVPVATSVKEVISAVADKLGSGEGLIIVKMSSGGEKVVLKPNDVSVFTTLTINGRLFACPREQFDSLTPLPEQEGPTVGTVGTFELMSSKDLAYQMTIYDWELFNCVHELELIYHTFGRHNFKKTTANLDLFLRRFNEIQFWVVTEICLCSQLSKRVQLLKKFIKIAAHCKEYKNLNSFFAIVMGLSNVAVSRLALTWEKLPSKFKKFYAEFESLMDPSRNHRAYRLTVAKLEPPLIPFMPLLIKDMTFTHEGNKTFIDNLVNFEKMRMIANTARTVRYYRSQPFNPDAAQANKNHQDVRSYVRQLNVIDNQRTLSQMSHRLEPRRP
HepG2 tox: qHTS for Inhibitors of TGF-b: Cytotox Counterscreen | HepG2 CAGA-GFP viability, ATP luminescence, 18 h | Potency, µM (doses to about 46.1 µM), without a hit: at the highest dose activity change, negative = cytotoxicity, usual class: cytotoxic | 410,000 tested, 0.76% active; further: some results filed as inactive show a strong effect at the top dose
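CellTiter-Glo luminescence gave cytotoxicity after 18 hours at 37 degrees C. The cells were HepG2 CAGA-GFP in 1% FBS DMEM, stimulated with 500 pg/mL TGF-beta after compound addition. %Activity was normalised to no-cell wells (complete cell-killing) and DMSO (no toxicity), and curves were fitted and classified.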
ATXN2 expr inh: Primary qHTS for Inhibitors of ATXN expression; AID 1745845, 2022; Potency, µM (doses to about 57 µM), for inactives: top-dose activity change, negative = inhibition, most hits filed as inhibitors; 360,000 tested, 0.72% active; HEK-293 ATXN2-luciferase reporter, luminescence, 24 h; further: on the % scale 0 is the no-effect control and ±100 the full control effect; nearly all actives have a fitted effect of over 55% in size
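qHTS (up to 57 uM final) was run with 24 h compound exposure of reporter cells at 37 °C. Each well was multiplexed: SteadyGlo luminescence measured ATXN2-luciferase expression after a fluorogenic Gly-Phe-AFC viability readout (25 uM final).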
MCF10A rereplic: A quantitative high throughput screen for small molecules that induce DNA re-replication in MCF 10a normal breast cells. AID 624296, 2012. 350,000 tested, 2.9% active. MCF 10A DNA re-replication, Hoechst nuclear intensity, 48 h. Potency, µM (doses to about 46.1 µM), inactives show top-dose activity, positive = re-replication, usual class: activators; further: % of control where 0% means no effect; nearly all actives have a fitted effect of over 50% in size
S2 tox: Viability Counterscreen for Primary qHTS for Inhibitors of ATXN expression; S2 cells (HEK-293 line with an ATXN2-luciferase reporter) viability, CellTiter-Fluor protease fluorescence, 24 h; Potency, µM (titrated, usually from 56.7 µM), hits mostly cytotoxic; 400,000 tested, 0.49% active; AID 651635, 2014; further: nearly all actives have a fitted effect of over 40% in size
Nrf2 ARE act: qHTS of Nrf2 Activators | AREc32 ARE-luciferase reporter (MCF7-derived line), luminescence, 24 h | Potency, µM (titrated, usually from 46.1 µM), for the others: top-dose activation, most hits filed as activators | 410,000 tested, 0.31% active | AID 624171, 2012; further: % of control where 0% means no effect; nearly all actives have a fitted effect of over 65% in size
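AREc32_Fluc, 1000 cells/well, OPTI-MEM + 5% FBS, o/n 37 deg C 5% CO2; 23 nL cpd by pin tool, 24 hr; Steady-Glo 30 min RT, luminescence.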
Nrf2 block: Nrf2 qHTS screen for inhibitors; A549 ARE-Fluc reporter, luciferase luminescence, 18-24 h; Potency, µM (series often up to 46 µM), for the others: top-dose activity change, negative = inhibition, most hits filed as inhibitors; 360,000 tested, 2.1% active; AID 504444, 2011; further: on the % scale 0 is the no-effect control and ±100 the full control effect; nearly all actives have a fitted effect of over 60% in size
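Quantitative HTS in A549 cells stably bearing an antioxidant response element-firefly luciferase construct. Inhibition of Nrf2-driven transcription was scored by luminescence after 18-24 h of compound exposure at 37 °C.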
* = called active by the depositor; i = inactive; ? = inconclusive; / = not tested or not shown; & = joins results of further samples. The call rests on the fitted dose curve; in most records, active means well fitted curve in the direction sought with a large enough effect; inconclusive means small, poorly fitted or top-dose-only effect, or another doubt; inactive means no such curve, though single readings can be large; an effect the other way counts as inactive or inconclusive. Potency means the concentration at half of the fitted maximal effect. The list is partial, so the mix of outcomes need not match the whole.

1) Cc1ccc(C(C)C)c(OCC(=O)N2CCN(CC(=O)N3CCOCC3)CC2)c1
2) C/C(=N\N1CCN(C)CC1)c1c(O)[nH]c(=O)[nH]c1=O
3) COc1ccc(C2C=C(C)Oc3c2c(=O)oc2ccccc32)cc1OC (centres undefined)
4) CC(C)CN(CC(C)C)c1ccc(C=C2C(=O)NC(=S)NC2=O)cc1[N+](=O)[O-]
5) O=C(O)c1[nH]c(=O)[nH]c(=O)c1F
6) COc1ccc(OCC(=O)N2CCN(CCc3ccccn3)CC2)cc1

Assay by compound	1	2	3	4	5	6
TGFb SMAD3 inh	1%	-2%	-8%	?	8%	-3%
A549 viability	-1%	-4%	/	-9%	-10%	2%
EPAC2 antag	10%	6%	?	-5%	0%	/
HepG2 tox	-5%	-1%	-35%	-14%	11%	15%
ATXN2 expr inh	/	7%	/	28%	-15%	-4%
MCF10A rereplic	11%	-2%	/	?	-5%	/
S2 tox	i	i	i	i	i	i
Nrf2 ARE act	-0.3%	-0.5%	-1.5%	6.3%	0.2%	-0.9%
Nrf2 block	8%	4%	/	?	?	2%

7) CSc1ccccc1C(=O)C1CCCN(Cc2ccn[nH]2)C1 (centres undefined)
8) CCOC(=O)c1c(N)n(CCCOC(=O)c2ccco2)c2nc3ccccc3nc12
9) Cc1cc(O)c2c(c1)C(=O)c1cc(O)cc(O)c1C2=O
10) COc1ccccc1OCC(=O)Nc1ccc(Cl)cc1C(=O)c1ccccc1
11) Cc1nn(CCC#N)c2c1P(=S)(N1CCCC1)OC(c1ccc(F)cc1)=N2 (centres undefined)
12) O=C(N/N=C/c1c(O)n(-c2ccccc2)c(=S)[nH]c1=O)c1ccccc1

Assay by compound	7	8	9	10	11	12
TGFb SMAD3 inh	-1%	2.8µM*	-7%	-5%	22%	2%
A549 viability	-8%	?	-4%	12%	-7%	-16%
EPAC2 antag	-1%	-5%	-30%	7%	-13%	-9%
HepG2 tox	-20%	3.5µM*	-15%	-1%	16%	-15%
ATXN2 expr inh	-1%	?	-2%&20%	10%	-9%	27%
MCF10A rereplic	3%	?	-26%	-13%	?	0%
S2 tox	i	i	i	i	i	i
Nrf2 ARE act	-0.6%	-1.9%	13%	-0.4%	0.2%	2.5%
Nrf2 block	-25%	?	7%	/	-14%	?

13) CCC1(c2ccc(-c3ccccc3)cc2)C(=O)NC(=O)NC1=O
14) Cc1nn(-c2ccccc2)c(Cl)c1C1C(C#N)=C(N)Oc2c1c(=O)oc1ccccc21 (centres undefined)
15) C[C@]12CCC3C(CC[C@H]4C[C@@H](O)CC[C@]34C)[C@H]1CC[C@H]2O (some centres undefined)
16) CCOC(=O)C(O)(c1ccc(NC(=O)c2ccco2)c(OC)c1)C(F)(F)F (centres undefined)
17) Clc1ccc(CSc2nnc(-c3ccccn3)n2Cc2ccco2)cc1Cl
18) COC1C(C)OC(OC2CC(C)(O)Cc3cc4c(c(O)c32)C(=O)c2c(O)cc3c(c2C4=O)OC2OC3(C)C(O)C(N(C)C)C2O)C(OC)C1(C)OC (centres undefined)

Assay by compound	13	14	15	16	17	18
TGFb SMAD3 inh	3%	-25%	5%	9%	?	2µM*
A549 viability	1%	0%	1%	-3%	/	?
EPAC2 antag	-17%	2%	0%	3%	?	10%
HepG2 tox	-4%	9%	7%	0%	-22%	30%
ATXN2 expr inh	/	0%	-5%	8%	?	?
MCF10A rereplic	-2%	6%	18%	2%	/	-10%
S2 tox	i	i	i	i	?	?
Nrf2 ARE act	-0.8%	4.7%	0.1%	4.0%	0.0%	-2.4%
Nrf2 block	13%	/	-2%	/	/	?

Ordered by formula weight (largest number first): some entries from above.
4) CC(C)CN(CC(C)C)c1ccc(C=C2C(=O)NC(=S)NC2=O)cc1[N+](=O)[O-]
11) Cc1nn(CCC#N)c2c1P(=S)(N1CCCC1)OC(c1ccc(F)cc1)=N2 (centres undefined)
6) COc1ccc(OCC(=O)N2CCN(CCc3ccccn3)CC2)cc1
9) Cc1cc(O)c2c(c1)C(=O)c1cc(O)cc(O)c1C2=O

Assay by compound	4	11	6	9
TGFb SMAD3 inh	?	22%	-3%	-7%
A549 viability	-9%	-7%	2%	-4%
EPAC2 antag	-5%	-13%	/	-30%
HepG2 tox	-14%	16%	15%	-15%
ATXN2 expr inh	28%	-9%	-4%	-2%&20%
MCF10A rereplic	?	?	/	-26%
S2 tox	i	i	i	i
Nrf2 ARE act	6.3%	0.2%	-0.9%	13%
Nrf2 block	?	-14%	2%	7%

(listing goes on)
19) CCN1CCN(S(=O)(=O)c2ccc(Cl)c(C(=O)N(CC)CC(=O)Nc3ccc(OC)cc3)c2)CC1
20) COC(=O)C1=C(c2ccc(C(C)=O)cc2)C[C@@H]2CC[C@H]1N2C(=O)NC1Cc2ccccc2C1
21) CCn1cc(C(=O)N2CCCCC2)c2ccccc21
22) CCOCCCNC(=O)C1c2cc(OC)c(OC)cc2C(=O)N2CCCCC12 (centres undefined)
23) Cc1ccccc1-n1nc(C)c2c1NC(=O)CSC2c1ccc(Cl)cc1 (centres undefined)
24) Cn1c(=O)c2c(nc(N/N=C/c3c(O)n(-c4ccccc4)c(=S)[nH]c3=O)n2C)n(C)c1=O

Assay by compound	19	20	21	22	23	24
TGFb SMAD3 inh	-5%	-6%	1%	5%	?	9%
A549 viability	-1%	-11%	-2%	-16%	13%	-13%
EPAC2 antag	6%	10%	0%	5%	/	-2%
HepG2 tox	-7%	1%	-16%	-16%	-11%	24%
ATXN2 expr inh	?	4%	4%	9%	?	1%
MCF10A rereplic	1%	-3%	11%	1%	/	0%
S2 tox	?	i	i	i	?	i
Nrf2 ARE act	-0.1%	3.0%	0.0%	0.3%	6.4%	-0.8%
Nrf2 block	4%	6%	3%	-20%	-2%	-6%

25) CCNC(=O)NC(=O)C(C)OC(=O)c1c(C)nn(Cc2ccccc2)c1Cl (centres undefined)
26) COc1ccccc1NC(=O)Cn1c(=O)oc2cc(S(=O)(=O)N3CCCC3)ccc21
27) Oc1ccc2c3c1OC1c4[nH]c5ccccc5c4C[C@@]4(O)C(C2)N(CC2CC2)CC[C@]314 (some centres undefined)
28) CCCCC(CC)COCCCN=Cc1c(O)[nH]c(=S)[nH]c1=O (centres undefined)
29) C[C@]12CCC3C(CCC4=C/C(=N/OCC(=O)NC(CCC(N)=O)C(=O)O)CC[C@@]43C)C1CCC2O (some centres undefined)
30) Cc1cc(/C=C2/C(=O)NC(=O)N(Cc3ccco3)C2=O)c(C)n1-c1ccccc1O

Assay by compound	25	26	27	28	29	30
TGFb SMAD3 inh	-25%	15%	-1%	-18%	13%	-3%
A549 viability	1%	-6%	-2%	-1%	-3%	0%
EPAC2 antag	-4%	-5%	6%	2%	7%	-29%
HepG2 tox	-27%	0%	-9%	-28%	-2%	-16%
ATXN2 expr inh	-10%	-3%	5%	?	/	-24%
MCF10A rereplic	0%	-1%	?	12%	6%	0%
S2 tox	i	i	i	i	i	i
Nrf2 ARE act	-0.6%	-0.7%	5.8%	4.2%	-0.9%	0.6%
Nrf2 block	-11%	9%	-9%	-21%	-5%	2%

31) CSCCC(NS(=O)(=O)c1ccc2c(c1)oc(=O)n2C)C(=O)NC1CCCc2ccccc21 (centres undefined)
32) COc1cc2c(cc1OC)C13CCN4CC5=CCOC6CC(=O)N2C1C6C5CC43 (centres undefined) (tested in a mixture with another compound)
33) CN1CC[C@@]2(C)c3cc(O)ccc3N(C)C2O1 (some centres undefined)
34) COc1ccc2nc(NC(=O)c3nc(S(=O)(=O)Cc4cccc(C)c4)ncc3Cl)sc2c1
35) COc1ccc(OC(=O)N(C)C[C@H]2OCc3cnnn3CCCC(=O)N([C@H](C)CO)C[C@@H]2C)cc1
36) CC(=O)c1c(O)n(-c2cccc(Cl)c2)c(=O)[nH]c1=O (tested in a mixture with another compound)

Assay by compound	31	32	33	34	35	36
TGFb SMAD3 inh	2%	-8%	-21%	?	-4%	-2%
A549 viability	-1%	1%	-12%&-2%	-29%	/	7%
EPAC2 antag	9%	1%	-25%	/	1%	-1%
HepG2 tox	1%	-3%	-21%	-97%	-27%	11%
ATXN2 expr inh	-8%	-1%	-11%	/	6%	-13%
MCF10A rereplic	-5%	1%	4%	/	/	1%
S2 tox	?	i	i	/	i	i
Nrf2 ARE act	-0.1%	-1.1%	-0.9%	27%	0.2%	-0.4%
Nrf2 block	?	7%	-9%&16%	-16%	/	-19%

37) CCCNC(=O)c1cnn2c(C)c(Cc3c(C)cc(C)cc3C)c(C)nc12
38) CCN1C(=O)CC(c2cccnc2)=Nc2ccccc21
39) CCCOc1ccc(C(=O)Nc2ccc(-c3cc4ccccc4oc3=O)c(C)c2)cc1
40) C[C@]12CCC(=O)C=C1C=CC1C2CC[C@@]2(C)C1CC[C@@H]2O (some centres undefined)
41) CCN1CCN(c2cc(=O)n3ccccc3n2)CC1
42) COC(=O)C1=C(c2cc3ccccc3s2)C[C@@H]2CC[C@H]1N2C(=O)N1CCC(C)CC1
43) COc1ccc(OCC(=O)N2CCN(Cc3cccc(OC)c3OC)CC2)cc1
44) Cn1c(O)c(C(=Nc2ccccc2)SCc2ccc(Cl)cc2)c(=O)n(C)c1=O
45) Cc1ccc(C(=O)Oc2cc(N)n(S(=O)(=O)c3ccc(F)cc3)n2)cc1

Assay by compound	37	38	39	40	41	42	43	44	45
TGFb SMAD3 inh	?	-2%	-28%	1%	9%	?	3%	?	1%
A549 viability	-15%	1%	-7%	3%	1%	-9%	0%	?	8%
EPAC2 antag	/	4%	/	6%	16%	-27%	/	-1%	-18%
HepG2 tox	-25%	-1%	-22%	-2%	4%	1%	-11%	-54%	0%
ATXN2 expr inh	/	-21%	?	-9%	9%	-12%	/	/	-13%
MCF10A rereplic	/	-7%	/	-27%	-4%	?	/	?	2%
S2 tox	/	?	?	i	i	i	/	i	i
Nrf2 ARE act	0.4%	0.4%	6.9%	-0.2%	2.8%	-0.4%	-0.4%	16%	-2.0%
Nrf2 block	/	-11%	5.8µM*	-12%	3%	26µM*	8%	23µM*	1.8µM*
